XBP1 UPR activ = activators of adaptive arm of unfolded protein response (XBP1); CHO-XBP1 luciferase reporter, IRE1-XBP1 UPR activation, luminescence; percent of tunicamycin response, DMSO as zero; activation, % at 20 µM; actives 0.33% (n = 330,000);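 active means versus positive control, 20 µM dose yields 30% or more activation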;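 further: 100% = tunicamycin at 10 µg/mL and 0% = DMSO only wells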
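Material: CHO cell line with stable XBP1 luciferase reporter; buffer or medium: F12 medium containing 10% fetal bovine serum; compound: single point, 20 µM final compound, 1% DMSO; incubation: 6 h treatment, 37 °C; measured by: glow luminescence from Steady-Glo reagent; evaluation: activation, % of tunicamycin; control set: tunicamycin high, DMSO low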
GRIN3A LBD mod = modulates the human NR3A ligand-binding domain; Tm shift relative to glycine control, % at 25 µM; actives 2.5% (n = 340,000); NR3A LBD differential scanning fluorimetry, Tm shift; 0% = protein alone, 100% = glycine-bound protein; AID 1259313;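 active means melting temperature shift of at least 10% of the positive control shift, at one fixed dose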
tim23-1 inh = tim23-1 yeast growth inhibition. S. cerevisiae tim23-1 growth, BacTiter-Glo luminescence, 24 h. inhibition, % at 20 µM. actives 1.3% (n = 330,000). AID 463212;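 active means growth inhibition of the mutant yeast at or above 50%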;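 further: temperature-sensitive mutant grown at 25 °C; plate controls were DMSO-treated mutant yeast for no effect and medium wells lacking yeast for full effect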
TIM10 inh = inhibits growth of TIM10 yeast strain | AID 463195 | inhibition, % at 10 µM | actives 1.4% (n = 330,000) | S. cerevisiae TIM10 strain growth, BacTiter-Glo luminescence, 24 h;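 active means inhibition of 40% or more at the single tested concentration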;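 further: wild-type TIM10 isogenic control strain grown at permissive 25 °C; 0% = DMSO yeast wells and 100% = minimal medium wells without yeast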
APJ ag = agonists of human APJ apelin receptor; CHO-K1 APJ PathHunter beta-arrestin, luminescence; 0% DMSO wells, 100% apelin; activation, % at 20 µM; actives 0.11% (n = 330,000); P35414;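 active means activation more than six SD over the plate average, tested at 20 µM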;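 further: 0% = DMSO alone and 100% = apelin-13 at 10 nM; some results filed as inactive read as strong as hits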
Target sequence (P35414 whole entry, looked up): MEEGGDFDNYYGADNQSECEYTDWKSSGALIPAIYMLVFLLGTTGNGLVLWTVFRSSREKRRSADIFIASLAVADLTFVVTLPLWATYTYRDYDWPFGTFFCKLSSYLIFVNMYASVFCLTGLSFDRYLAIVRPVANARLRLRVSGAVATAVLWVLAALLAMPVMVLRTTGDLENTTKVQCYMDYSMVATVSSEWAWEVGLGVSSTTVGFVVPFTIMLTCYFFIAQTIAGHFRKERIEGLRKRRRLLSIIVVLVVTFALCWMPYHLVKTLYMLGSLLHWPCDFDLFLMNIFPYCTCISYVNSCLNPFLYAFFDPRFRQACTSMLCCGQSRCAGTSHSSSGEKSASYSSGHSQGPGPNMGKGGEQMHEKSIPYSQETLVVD
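Test system: CHO-K1 APJ beta-arrestin complementation cell line. Amount: cell density 1000 per well. Controls: DMSO negative, 10 nM Apelin-13 positive. Signal: luminescent beta-gal fragment complementation, chemiluminescent substrate. Read-out basis: agonist-driven arrestin binding to APJ. Timing: compound stimulation 90 min at 25 °C, detection 60 min.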
Mdm2-MdmX inh = human Mdm2/MdmX binding inhibition | actives 3% (n = 330,000) | O15151+Q00987 | SaOS-2 split-luciferase Mdm2/MdmX complementation, luminescence | inhibition, % at 8 µM;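 active means inhibition of at least 50% at 8 µM in the primary screen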
NALP3 yeast inh = blocks the NALP3 inflammasome reconstituted in yeast | Yeast reconstituted NLRP3/ASC/caspase-1, beta-gal luminescence, 24 h | inhibition, % at 10 µM | actives 0.39% (n = 330,000) | AID 2825;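 active means inhibition of 50% or more; inactive means inhibition below 50%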;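 further: plate controls were induced DMSO wells for no effect and uninduced yeast grown without galactose for full effect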
CHOP UPR activ = activators of apoptotic arm of unfolded protein response (CHOP); CHO-CHOP luciferase reporter, UPR activation, luminescence; percent of tunicamycin response over DMSO baseline; activation, % at 10 µM; actives 0.34% (n = 330,000); AID 449763;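 active means at 10 µM dose, activation of 40% or more, normalized to positive control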;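 further: 100% = tunicamycin at 10 µg/mL and 0% = DMSO alone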
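measured by = luciferase luminescence | assay system = CHO-CHOP cells, stable luciferase reporter of PERK-eIF2a-CHOP signalling | amount = 500 reporter cells seeded per well | timing = 6 h compound exposure at 37 °C after overnight seeding | controls = positive tunicamycin 10 µg/mL, negative DMSO alone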
tim10-1 inh = inhibits growth of tim10-1 mutant yeast; inhibition, % at 20 µM; actives 2.2% (n = 330,000); AID 463190; S. cerevisiae tim10-1 ts strain growth, BacTiter-Glo, 24 h;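 active means inhibition of at least 40%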;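 further: mutant grown at 25 °C; 0% = DMSO wells with yeast and 100% = wells holding no yeast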
The depositor's hits bear a star; x = no result given.

entry	Molecule	XBP1 UPR activ	GRIN3A LBD mod	tim23-1 inh	TIM10 inh	APJ ag	Mdm2-MdmX inh	NALP3 yeast inh	CHOP UPR activ	tim10-1 inh
1	CCOC(=O)CC(=O)CSc1ncnc2c1cnn2-c1ccccc1	-5	-1	21	16	-4	-31	23	4.0	13
2	O=c1c2nncn2c2cccnc2n1CCNc1ncc(C(F)(F)F)cc1Cl	-1	-2	-3	9	-4	-10	-14	-1.4	3
3	CSc1ccc(S(=O)(=O)NCC(=O)OCC(=O)N2CCC(C)CC2)cc1[N+](=O)[O-]	1	-1	9	14	-1	10	8	0.0	14
4	CCOc1ccc(C(=O)N/N=C/c2c(C)[nH]c(=O)[nH]c2=O)cc1	1	x	-9	-19	6	18	-12	0.0	8
5	CCc1nc(NCC2CCCO2)c2oc3ccccc3c2n1 (stereo unspecified)	1	0	7	1	0	-2	14	0.2	24
6	O=C(Nc1ccccc1F)NC1CC1	4	-1	10	5	0	4	15	-0.5	7
7	c1ccc(CNc2ncnc3sccc23)cc1	-5	1	7	0	6	22	18	-1.0	5
8	Cc1ccc(NC(=O)C2CCCN(C(=O)c3ccc(Cl)cc3)C2)cc1S(=O)(=O)N1CCOCC1 (stereo unspecified)	0	-95	5	-3	3	24	2	-2.4	4
9	C=Cc1ccc(Cn2nc(-c3ccccc3)ccc2=O)cc1	-1	-2	35	-3	-2	8	35	0.3	37
10	NC(N)=NC(N)=Nc1ccc(SC(F)(F)F)cc1	-2	0	3	-6	3	29	13	4.3	-1
11	CCOC(=O)C1=C(C)N(C)C(=O)NC1c1c(O)ccc2ccccc12 (stereo unspecified)	1	-5	7	15	-1	-17	7	0.7	-1
12	CC1CCN(C(=O)c2cccc(NC(=O)c3cccs3)c2)CC1	-4	0	42	21	1	-23	-6	1.4	27
13	Cc1ccc(S(=O)(=O)N2CCN(S(=O)(=O)c3ccc4c(c3)OCCO4)CC2)cc1	3	0	-2	14	-4	38	13	0.5	-3
14	CCCOc1ccc(C(=O)NNC(=S)NC(=O)c2cccs2)cc1	2	-9	21	11	-10	60*	56*	-1.4	48*
15	CCOc1ccc(-c2nnc(-c3ccccc3)n2-c2ccccc2)cc1	1	-4	34	20	-2	-18	9	1.9	17
16	O=C(NCc1ccccc1)NC1(C(=O)Nc2ccc3c(c2)OCCO3)CCCCC1	-2	1	-12	-2	-4	23	-6	-3.5	7
17	O=C(NCc1ccccc1)C(c1cccnc1)N(C(=O)c1ccccn1)c1ccc(F)cc1 (stereo unspecified)	-4	0	3	-10	-2	-34	-5	-0.1	-1
18	O=C(NCc1ccc(Cl)cc1)C1CC(O)CN1S(=O)(=O)c1ccc(Cl)cc1 (stereo unspecified)	-3	-5	24	9	0	-29	7	-2.2	12
19	C=CCOCC(O)Cn1c(N2CCCC2)nc2c1c(=O)[nH]c(=O)n2C (stereo unspecified)	-1	1	-3	-21	1	9	15	0.6	-11
20	CC1(C(=O)Nc2ccc3c(c2)OCO3)CC1(Cl)Cl (stereo unspecified)	-2	-1	-7	6	7	9	17	0.0	-18
21	O=C(COC(=O)c1cnc(Cl)c(Cl)c1)Nc1ccc(S(=O)(=O)N2CCCC2)cc1	-1	-3	7	30	-2	5	14	-0.5	17
22	CN(C)c1cccc(C(=O)NN2C(=O)NC3(CCCCC3)C2=O)c1	2	1	-10	3	-2	8	10	-1.1	-6
23	O=C(c1ccccc1Cl)N1CCN(C(=O)C2CCCO2)CC1 (stereo unspecified)	0	-1	-10	-6	10	1	4	1.2	-25
24	CC(C)CC(OC(=O)c1cccs1)C(=O)NCC1CCCO1 (stereo unspecified)	-2	0	12	3	4	-12	13	1.2	-2
25	Cc1ccc(C(=O)N/C(=C\c2cn(-c3ccccc3)nc2-c2ccccc2)C(=O)N2CCOCC2)cc1	-4	1	19	24	0	11	1	1.8	13
26	CCOC(=O)c1c(C)[nH]c(C(C)=NNC(=O)c2cccs2)c1C	3	2	6	17	-1	-94	13	2.9	9
27	CC(=O)NN1C(=O)/C(=C\c2ccc(Br)o2)SC1=S	-1	1	-10	-8	-1	7	7	-0.6	2
28	CCN(CC)CCn1c(=N)n(CCO)c2ccccc21	-5	1	-6	-18	1	17	17	1.4	-14
29	CCN(CC)CCCNC(=O)Cn1nc([N+](=O)[O-])c(Cl)c1C	2	1	0	-5	0	-1	4	-2.7	7
30	CCCc1cc(=O)oc2cc(OCC(=O)N3CCOCC3)c(Cl)cc12	-2	0	10	-4	-2	-23	-9	1.1	3
31	CCOC(=O)C1CCN(C(=O)CCNS(=O)(=O)c2cc(Br)cnc2N)CC1	-3	1	0	11	0	1	4	0.1	4
32	CCOc1ccccc1NC(=O)c1cccc2c1C(=O)N(CCOC)C2	0	-3	6	0	-7	8	8	-0.1	15

13 of the compounds above, screen by screen:
17) O=C(NCc1ccccc1)C(c1cccnc1)N(C(=O)c1ccccn1)c1ccc(F)cc1 (stereo unspecified)
18) O=C(NCc1ccc(Cl)cc1)C1CC(O)CN1S(=O)(=O)c1ccc(Cl)cc1 (stereo unspecified)
19) C=CCOCC(O)Cn1c(N2CCCC2)nc2c1c(=O)[nH]c(=O)n2C (stereo unspecified)
20) CC1(C(=O)Nc2ccc3c(c2)OCO3)CC1(Cl)Cl (stereo unspecified)
21) O=C(COC(=O)c1cnc(Cl)c(Cl)c1)Nc1ccc(S(=O)(=O)N2CCCC2)cc1
22) CN(C)c1cccc(C(=O)NN2C(=O)NC3(CCCCC3)C2=O)c1
23) O=C(c1ccccc1Cl)N1CCN(C(=O)C2CCCO2)CC1 (stereo unspecified)
24) CC(C)CC(OC(=O)c1cccs1)C(=O)NCC1CCCO1 (stereo unspecified)
25) Cc1ccc(C(=O)N/C(=C\c2cn(-c3ccccc3)nc2-c2ccccc2)C(=O)N2CCOCC2)cc1
26) CCOC(=O)c1c(C)[nH]c(C(C)=NNC(=O)c2cccs2)c1C
assay / compound | 17 | 18 | 19 | 20 | 21 | 22 | 23 | 24 | 25 | 26
XBP1 UPR activ | -4 | -3 | -1 | -2 | -1 | 2 | 0 | -2 | -4 | 3
GRIN3A LBD mod | 0 | -5 | 1 | -1 | -3 | 1 | -1 | 0 | 1 | 2
tim23-1 inh | 3 | 24 | -3 | -7 | 7 | -10 | -10 | 12 | 19 | 6
TIM10 inh | -10 | 9 | -21 | 6 | 30 | 3 | -6 | 3 | 24 | 17
APJ ag | -2 | 0 | 1 | 7 | -2 | -2 | 10 | 4 | 0 | -1
Mdm2-MdmX inh | -34 | -29 | 9 | 9 | 5 | 8 | 1 | -12 | 11 | -94
NALP3 yeast inh | -5 | 7 | 15 | 17 | 14 | 10 | 4 | 13 | 1 | 13
CHOP UPR activ | -0.1 | -2.2 | 0.6 | 0.0 | -0.5 | -1.1 | 1.2 | 1.2 | 1.8 | 2.9
tim10-1 inh | -1 | 12 | -11 | -18 | 17 | -6 | -25 | -2 | 13 | 9

27) CC(=O)NN1C(=O)/C(=C\c2ccc(Br)o2)SC1=S
28) CCN(CC)CCn1c(=N)n(CCO)c2ccccc21
29) CCN(CC)CCCNC(=O)Cn1nc([N+](=O)[O-])c(Cl)c1C
assay / compound | 27 | 28 | 29
XBP1 UPR activ | -1 | -5 | 2
GRIN3A LBD mod | 1 | 1 | 1
tim23-1 inh | -10 | -6 | 0
TIM10 inh | -8 | -18 | -5
APJ ag | -1 | 1 | 0
Mdm2-MdmX inh | 7 | 17 | -1
NALP3 yeast inh | 7 | 17 | 4
CHOP UPR activ | -0.6 | 1.4 | -2.7
tim10-1 inh | 2 | -14 | 7

(continued)
entry	Molecule	XBP1 UPR activ	GRIN3A LBD mod	tim23-1 inh	TIM10 inh	APJ ag	Mdm2-MdmX inh	NALP3 yeast inh	CHOP UPR activ	tim10-1 inh
33	COC(=O)c1ccc(N/N=C/c2cc([N+](=O)[O-])cc(OC)c2O)cc1	-2	30*	17	-49	-8	19	15	-0.3	-35
34	O=C(NC1=NCCS1)c1ccc2c(c1)C(=O)N(Cc1ccco1)C2=O	0	2	-39	-31	-4	-13	-1	3.2	-20
35	Cc1ccc(S(=O)(=O)Cc2ccc(C(=O)OCc3ccccc3)cc2)cc1	-4	-2	13	30	0	9	4	0.1	24
36	C=C(C)COc1ccc(-c2nc(N)nc(C)c2-c2ccc(OC)cc2)c(O)c1	-2	-12	7	14	-3	1	9	4.4	11
37	O=C(Nc1ccc(-c2nnc(-c3ccccc3)o2)cc1)C(F)(F)F	-1	9	8	14	-4	-95	-6	0.2	6
38	COc1cccc2cc(C(=O)n3ccc(C)n3)c(=O)oc12	2	0	-9	1	-1	8	13	-2.3	-2
39	CC(=O)N[C@@H](Cc1c[nH]c2ccccc12)C(=O)NCCc1ccc(S(N)(=O)=O)cc1	7	-3	-3	-1	-4	12	16	-2.2	20
40	COc1ccc(C(CNC(=O)c2ccc(N3CCCC3=O)cc2)N2CCCC2)cc1 (stereo unspecified)	-3	-1	4	1	-4	-10	10	1.6	-10
41	CC(C)COC(=O)C1C2C=CC3(CN(C4CCCC4)C(=O)C13)O2 (stereo unspecified)	-2	-2	8	1	-3	-21	18	-0.4	10
42	S=c1[nH]c(-c2ccc(Cl)cc2)cs1	-1	2	33	12	2	-39	-3	1.4	48*
43	Nc1ccc(-c2nc3ccc(N)cc3o2)cc1	-1	-1	15	20	2	-26	14	-2.1	6
44	CS(=O)(=O)c1ccc(NCC2CCCO2)c([N+](=O)[O-])c1 (stereo unspecified)	4	2	-6	10	-4	18	20	-0.8	-10
45	COc1ccc(CCN(Cc2ccccn2)C(=S)Nc2ccccc2C)cc1OC	1	0	30	10	-2	-24	19	-0.4	25
46	CC(C)CN1CCN(Cc2cnc(N3CCOCC3)s2)CC1CCO (stereo unspecified)	-1	1	12	-8	-1	17	4	-1.2	13
47	CCN1CCCC1CNC(=O)c1cc2c(OC)c(OC)c(OC)cc2[nH]1 (stereo unspecified)	-6	-1	-6	-12	-4	7	-16	1.1	3
48	Cc1[nH]n(-c2cccc3ccccc23)c(=O)c1/C=N/NC(=O)c1cccc([N+](=O)[O-])c1	-2	-3	-3	5	2	20	13	1.3	17
49	CC(=O)Nc1ccc(S(=O)(=O)N2CCn3cccc3C2C)cc1 (stereo unspecified)	-1	0	13	3	1	2	12	-0.8	25
50	Cc1cc(=O)n(C)c2ccc(S(=O)(=O)N3CCOCC3)cc12	3	0	2	-4	-4	18	11	-0.8	-5
51	CSC(=NCc1ccco1)NC#N	-2	2	17	8	2	-2	7	0.4	10
52	O=C1NC2(CCCCCC2)C(=O)N1Cc1ccccc1Cl	-1	-2	35	20	-4	-38	12	0.7	5
53	COc1ccccc1N1CCN(C(=O)c2cc(=O)c3ccc(C)cc3o2)CC1	0	0	18	15	-1	-4	-10	-0.9	28
54	COC(=O)c1c(NC(=O)CN2CCN(c3ncccn3)CC2)sc(C(N)=O)c1C	-3	-2	2	5	3	1	5	2.7	-10
55	CCc1cc(S(=O)(=O)N2CCN(C(=O)c3ccco3)CC2)ccc1OC	-1	2	15	4	-2	-5	9	2.5	3
56	O=C(CN1C(=O)NC(c2ccccc2)(c2ccccc2)C1=O)NC1CCCC1	0	1	7	9	-6	-12	18	-1.6	-11
57	COC(=O)CC(NC(=O)CN1CCN(c2ccc(F)cc2)CC1)c1cccc(F)c1 (stereo unspecified)	2	1	15	-6	-1	12	11	0.2	19

Screening data as filed in PubChem.
